# Screening results (PubChem BioAssay)
# HSF1 inh: HSF1 inhibition; 0.77% of 300,000 active; NIH3T3-HGL HSE-luciferase, MG132-induced, luminescence 8 h; hits give low values; activity change, negative = inhibition, % at 7.5 µM (by protocol); AID 2098;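 active = more than half of replicate wells show activity change below -50%, luminescence cut by over half; inconclusive = some wells, but at most half, below -50%; inactive = no replicate well below -50%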;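 also: luciferase reports HSF-1 transcriptional activity via heat shock element; 0% = median of DMSO wells and -100% = zero luminescence signal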
# HDAC3 inh: blocks human histone deacetylase 3 | O15379 | recombinant HDAC3, fluorogenic peptide/trypsin coupled, fluorescence | AID 2718 | 0.15% of 320,000 active | inhibition, % at 8.3 µM; in the data active = inhibition above about 26%, passing the limit was not always enough; inconclusive = no clear call, values can overlap the other calls
# Target sequence (O15379 whole entry, looked up): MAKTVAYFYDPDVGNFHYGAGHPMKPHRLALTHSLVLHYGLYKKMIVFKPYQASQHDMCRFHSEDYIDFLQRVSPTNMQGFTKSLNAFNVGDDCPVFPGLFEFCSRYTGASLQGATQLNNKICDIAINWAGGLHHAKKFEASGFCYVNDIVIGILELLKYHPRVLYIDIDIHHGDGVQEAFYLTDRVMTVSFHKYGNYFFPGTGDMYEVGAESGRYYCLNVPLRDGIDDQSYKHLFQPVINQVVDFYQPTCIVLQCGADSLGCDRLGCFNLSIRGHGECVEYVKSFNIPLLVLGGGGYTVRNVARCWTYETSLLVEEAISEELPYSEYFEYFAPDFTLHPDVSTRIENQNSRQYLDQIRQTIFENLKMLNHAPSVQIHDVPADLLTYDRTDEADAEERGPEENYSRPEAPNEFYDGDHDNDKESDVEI
# AI-2 QS mod: Vibrio harveyi AI-2 quorum sensing modulation; Vibrio harveyi JMH597 AI-2 luminescence/OD600 ratio, 9 h; hits give low values; strain lacks LuxN and CqsS sensors; 0 = neutral-control median; activity change, % at 7.5 µM; 0.4% of 300,000 active; AID 2094; in the data active = activity change below about -75%, passing the limit was not always enough; inconclusive = no clear call, values can overlap the other calls;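 also: luminescence divided by OD600 gain over 9 h not by final OD600 alone; inactives centre near 13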
# IEC-6 tox: IEC-6 cytotoxicity, counter-screen for KLF5 inhibitors. luminescence viability. inhibition, % at 5 µM. 0.78% of 290,000 active. AID 1825; in the data active = inhibition above about 22%;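 also: 0% = plate median of test compound wells and 100% = cytotoxic reference compound wells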
# HSP90 inh: HSP90 refolding inhibition in rabbit reticulocyte lysate; luciferase refolding luminescence, 3 h; inhibition, % at 5.6 µM; 0.91% of 290,000 active;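 active = inhibition above the screen-wide mean plus 3 SD, computed separately per campaign, cut at about 16% in these data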;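 also: 0% = DMSO wells and 100% = 60 µM geldanamycin wells; inhibitors lower the luminescence because luciferase stays unfolded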
# aSyn UTR inh: 5' untranslated region of α-synuclein, MLPCN primary screen | 0.82% of 300,000 active | alpha-synuclein 5'UTR reporter, inhibitor activity | inhibition, % (tested at 7.5 µM); in the data active = inhibition above about 60%; inconclusive = no clear call, values can overlap the other calls;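 also: H4 neuroglioblastoma cells stably carrying SNCA 5'UTR luciferase fusion; 0% = DMSO wells and 100% = positive control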
# KLF5 inh: inhibitors of KLF5 expression | DLD-1 KLF5 promoter-luciferase reporter, luminescence | inhibition, % at 5 µM | 0.23% of 290,000 active;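 active = inhibition above a per-plate limit of that plate's mean compound inhibition plus 3 SD, cut at about 60% in these data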;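 also: 0% = DMSO wells and 100% = LY294002 at 200 µM; higher means less KLF5 promoter-driven luciferase light; inactives centre near -14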
# HSF-1 act: increases HSF-1 driven luciferase reporter signal. NIH3T3-HGL HSF-1 luciferase reporter, MG132, 8 h; 100% = twice DMSO control signal. activation, % at 9 µM. 1.7% of 300,000 active. AID 504408;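 active = mean replicate activation of at least 50% with a set share of replicates each reaching 50%; inconclusive = only one of those two conditions met; inactive = mean below 50% and too few replicates reaching it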;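 also: 0% = median of the neutral control wells and 100% = twice that signal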
# HIF activator: HIF pathway transcriptional activation; U2OS HRE-luciferase reporter, luminescence; normalized: DMSO 0%, desferrioxamine 100%; activation, % at 7.5 µM (by protocol); 0.32% of 300,000 active;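 active = mean activation of at least 10% of the iron chelator positive control signal, with at least half of replicates also reaching 10%; inconclusive = mean and replicate majority disagree about reaching 10%; inactive = mean and most replicates under 10%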
# Platelet DG rel: modulates dense granule release in human platelets; human platelet-rich plasma, SFLLRN dense granule ATP release, luminescence; inhibition, %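 (compounds screened at 7.5 µM in platelet-rich plasma)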; 0.22% of 300,000 active;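 active = mean replicate score, as percent of positive control, at or above 50; inconclusive = mean below 50 but at least one replicate at or above 50; inactive = mean and every replicate below 50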
# The depositor's hits bear a star; ? = inconclusive; nt = not tested or not shown.
SMILES,HSF1 inh,HDAC3 inh,AI-2 QS mod,IEC-6 tox,HSP90 inh,aSyn UTR inh,KLF5 inh,HSF-1 act,HIF activator,Platelet DG rel
COc1ccc(OC)c(NC(=O)C2CC(=O)N(c3ccc(Br)cc3)C2)c1 (centres undefined),6,-1,10,0,-2,-14,-18,8,0.1,-4
O=C(CSC1=NCCN1)C1COc2ccccc2O1 (centres undefined),-7,?,7,3,-4,-21,-17,-5,0.0,5
COC(=O)c1cc(C(=O)N2CCN(c3ncccn3)CC2)cc([N+](=O)[O-])c1,0,3,31,-5,-1,15,-8,-5,0.5,10
Cc1cc(C)cc(OCC(=O)NC2CCCc3ccccc32)c1 (centres undefined),-4,nt,9,0,0,1,-18,27,-0.5,5
Cc1ccc(S(=O)(=O)N2CCN(C)CC2)cc1-c1nnc2c3ccccc3c(C)nn12,16,-5,6,-9,-2,29,-16,48,-0.4,15
COc1ccc(CC(=O)Nc2c(C(=O)N3CCN(c4ccccc4)CC3)oc3ccccc23)cc1OC,-2,7,28,-6,-3,12,7,-1,0.2,0
CCCn1c(N2CCN(CC(=O)c3c[nH]c4ccccc34)CC2)nc2c1c(=O)[nH]c(=O)n2C,-1,-2,4,4,-3,21,-29,2,0.4,7
Cc1ccc(S(=O)(=O)NCCCCCC(=O)NCCc2ccccc2)cc1,-1,-7,15,-2,3,-5,-36,12,2.5,0
O=C(CCC(=O)c1cccs1)OCC(=O)N1CCN(S(=O)(=O)c2ccccc2)CC1,-2,-11,12,1,3,-3,-9,17,-0.5,-1
COCCN(CCOC)S(=O)(=O)c1ccc(C(=O)Nc2nnc(C)o2)cc1,1,-2,-11,-1,-1,-4,-21,-7,-0.2,-4
O=C(CSc1ccccn1)Nc1ccc2c(c1)C(=O)c1ccccc1C2=O,7,-12,11,3,0,-68,-50,31,3.1,1
COc1ccc(CNCCNC(=O)c2cccs2)c(OC)c1OC,-5,-1,14,2,6,4,-36,4,-1.5,4
CCc1ccc(C2c3[nH]c4ccccc4c3CCN2C(=O)c2cc[n+]([O-])cc2)cc1 (centres undefined),3,1,2,6,4,4,1,4,1.0,-16
CCOC(=O)c1ccc(NC(=O)c2cccnc2)cc1,-6,5,23,-7,1,-78,-58,-2,-20,-9
CCOC(=O)C1=C(C(F)(F)F)Nc2ncnn2C1c1cccc(OC)c1OC (centres undefined),0,-2,10,-1,0,11,-21,-20,-0.8,11
CC(C)CNC(C(=O)Nc1ccc([N+](=O)[O-])cc1Br)c1ccccc1 (centres undefined),2,3,11,7,1,-12,-4,-3,0.1,-3
O=C(NCc1ccco1)c1ccc(-c2ccc(Cl)cc2)o1,8,5,2,-1,-1,-41,-19,25,1.5,5
COCc1nnc(NC(=O)c2cc(C(=O)OC)cc([N+](=O)[O-])c2)s1,-4,-1,27,-8,-2,-12,-16,-8,0.1,-1
CNC(=S)c1cc(C(C)(C)C)c(O)c(C(C)(C)C)c1,-1,15,10,-2,-2,7,6,32,-0.1,3
COc1cc(S(=O)(=O)Nc2c(C)cc(C)cc2C)ccc1Cl,-4,5,7,6,1,5,3,-6,-0.1,-1

# Record cards (already shown).
# COC(=O)c1cc(C(=O)N2CCN(c3ncccn3)CC2)cc([N+](=O)[O-])c1 is listed as HSF1 inh = 0; HDAC3 inh = 3; AI-2 QS mod = 31; IEC-6 tox = -5; HSP90 inh = -1; aSyn UTR inh = 15; KLF5 inh = -8; HSF-1 act = -5; HIF activator = 0.5; Platelet DG rel = 10
# O=C(CSC1=NCCN1)C1COc2ccccc2O1 (centres undefined) is listed as HSF1 inh = -7; HDAC3 inh = ?; AI-2 QS mod = 7; IEC-6 tox = 3; HSP90 inh = -4; aSyn UTR inh = -21; KLF5 inh = -17; HSF-1 act = -5; HIF activator = 0.0; Platelet DG rel = 5

# (list continues)
SMILES,HSF1 inh,HDAC3 inh,AI-2 QS mod,IEC-6 tox,HSP90 inh,aSyn UTR inh,KLF5 inh,HSF-1 act,HIF activator,Platelet DG rel
COc1ccc(C(=O)N/N=C(\CCC(=O)O)c2ccc(C(C)(C)C)cc2)cc1OC,-2,5,33,2,-3,20,0,3,0.8,2
CN(C)C1CCN(C(=O)c2cccc(OC3CCN(S(=O)(=O)N(C)C)CC3)c2)C1 (centres undefined),-2,4,-9,-1,-3,2,-24,10,-0.7,-8
COc1cccc(NC(=O)NCCCSC2CCCCC2)c1,8,6,-12,-1,-1,-23,-23,22,0.5,-3
O=C(Cc1cccs1)NCCc1cn2ccccc2n1,1,4,3,0,1,-12,-3,-4,0.0,-2
O=C(CSc1nnc(COc2ccccc2Cl)o1)NC(=O)NC1CCCC1,5,-4,-59,1,1,16,15,2,-0.5,-7
CCOC(=O)CCCCC(=O)c1[nH]c(=O)[nH]c1CSc1nc(-c2ccccc2)c(C#N)c(=O)[nH]1,-1,3,5,3,1,22,-31,-8,0.0,-6
CC(NC(=O)NCCCn1ccnc1)(C(F)(F)F)C(F)(F)F,-5,-4,20,-10,-2,-1,-3,-16,0.1,-2
COc1ccccc1/C=C1\SC(=O)N(CC(=O)NCCCn2ccnc2)C1=O,-2,2,6,4,-5,-9,-13,3,0.4,6
COC(=O)c1ccccc1NC(=S)NC(=O)C1CCCCC1,-2,2,26,-5,-3,4,-12,-5,0.2,-4
COc1ccccc1NC(=O)COC(=O)[C@@H]1CCCN1C(=O)c1cccs1,-28,4,-4,-4,3,11,11,-37,-0.9,-4
O=[N+]([O-])c1ccc(/C=C/c2ccc3ccccc3n2)cc1,8,12,7,88*,21*,46,-95,?,-0.1,41
Cc1cc(C)c(S(=O)(=O)N2CCN(CCO)CC2)c(C)c1,-36,0,7,-3,-3,2,7,-49,-0.4,20
Cc1ccc2[nH]c(C(=O)O)c(NC(=O)c3ccccc3[N+](=O)[O-])c2c1,0,-2,22,0,-3,11,15,2,-0.2,1
COc1ccc(-n2c3c(cc(C(=O)NNc4ccccc4C)c2=O)C(=O)CC(C)(C)C3)cc1,-2,3,19,1,-1,24,-5,10,0.0,-6
NNC(=O)C(Cc1cnc[nH]1)NC(=O)OCc1ccccc1 (centres undefined),0,0,9,-5,5,7,-29,0,-0.8,-3
O=C(OCc1cc(-c2ccccc2)no1)c1ccc2ccccc2n1,-5,-5,0,-8,-3,11,-32,-1,0.1,0
Cn1nc(OC(=O)Nc2ccc(Cl)cc2)cc1C(F)(F)F,20,8,7,2,3,-85,-57,13,2.0,7
Cn1c(=O)cc(SCC(=O)N2CCOCC2)c2ccc(Cl)cc21,54,1,4,0,-2,-9,-6,98*,0.3,-6
O=C(C1=NN(c2ccccc2)C2C(=O)N(c3ccccc3Cl)C(=O)C12)c1ccccc1 (centres undefined),-2,13,34,-3,-2,-2,-23,14,0.5,5
Cc1oc2c(F)c(F)c(F)c(F)c2c1S(=O)(=O)Nc1cccc(C(F)(F)F)c1,1,-1,51,17,-6,17,-1,-8,0.1,0
c1ccc(-c2nc(NCCCN3CCOCC3)c3ccccc3n2)cc1,-1,2,11,3,2,0,-32,-3,-0.6,2
COc1ccc(NC(=O)CC(C)n2ccnc2)cc1 (centres undefined),-7,-3,15,-4,0,-15,-18,-4,0.2,9
COc1nc(C)ccc1-c1noc(-c2ccccn2)n1,0,1,19,-1,12,11,-188,33,1.9,-10
Cc1ccc(NC(=O)C2CCN(C(=O)NC3CCCCC3)CC2)cc1Cl,-7,3,14,3,5,22,1,-12,0.1,-1
C/C(N)=C(/C#N)C(=O)COc1ncnc2ccc(Br)cc12,1,5,13,2,0,-6,-17,4,-0.2,9
O=C1c2cc3ccccc3c(-c3ccccc3)c2C(=O)N1c1ccccn1,-15,0,6,3,-3,-6,-2,0,-0.3,-6
COc1ccc(CC(=O)N/N=C(\C)c2cccs2)cc1,-1,-12,14,8,5,7,-30,-10,-1.9,-6
CCN1CCN(CC(=O)Nc2ccc(C)c(Br)c2)CC1,-6,0,8,2,-5,-6,-35,4,-0.5,-3
COCCn1c(Cc2ccccc2)nnc1SCc1ccc([N+](=O)[O-])cc1,4,-4,18,-2,6,-5,-5,9,-0.1,1
CC1CCCN(C(=O)COC(=O)Cc2c(F)cccc2Cl)C1 (centres undefined),10,-2,9,4,8,-35,-14,20,1.4,-4
S=c1[nH]nc(-c2ccc(Cl)cc2Cl)n1Cc1ccccc1,-3,5,-19,-1,4,1,-17,18,-0.7,12
O=[N+]([O-])c1nn(-c2ccc(Cl)cc2)n(O)c1=NCc1ccccc1,11,0,6,3,-4,-46,-38,14,1.3,-3
CCc1ccc(-n2c(=O)c3ccc(C(=O)NCCc4ccccc4)cc3n(CC(N)=O)c2=O)cc1,0,0,12,-2,1,7,-23,-6,-0.1,0
Cc1ccc(CC(=O)Nc2cc([N+](=O)[O-])ccc2F)cc1,8,16,11,0,-3,-4,-17,6,0.3,-2
COc1ccc(S(=O)(=O)n2cnc3ccccc32)cc1,-6,-6,13,-3,0,-6,-23,-3,0.9,15
COc1ccccc1NC(=O)/C=C1\SCC(=O)N1C,-1,3,2,4,2,-16,6,3,-0.8,4
O=C(NCc1ccccn1)Nc1ccc2c(c1)OCO2,11,-3,4,5,2,-92,-53,22,2.3,-6
Nn1c(SCC(=O)Nc2ccccc2F)nc2ccccc2c1=O,10,4,27,2,1,24,-17,21,0.4,-4
CCO/C=N/c1c(C#N)c2c(c(=S)n1C)COC(C)(C)C2,-1,3,28,3,-3,22,0,14,-0.1,5
NNC(=O)CSc1nc(-c2ccccc2)cn1-c1ccccc1,11,3,26,2,3,-20,-1,13,0.6,-13
COc1cc(C(=S)N2CCOCC2)ccc1OC(=O)c1ccccc1C,9,-5,23,-8,-3,15,-53,5,0.8,1
COc1ccc(NC(=S)N(CCN2CCOCC2)Cc2ccccc2F)cc1,nt,0,-7,-6,0,nt,-49,nt,nt,nt
COc1ccc(COCC(O)CN2CCCCC2)cc1OC (centres undefined),0,3,19,6,0,-1,-13,7,-0.4,3
Cc1cccc(C)c1NC(=O)C1(N(Cc2ccco2)C(=O)CC2NC(=O)NC2=O)CCCC1 (centres undefined),4,4,3,5,4,-11,-8,11,-0.2,-2
Cc1ccc(-c2nnnn2-c2ccc(C)cc2)cc1,-6,11,-5,6,1,-1,11,-8,0.3,9
COc1ccc(C(=O)C23CC4CC(C2)CC(C(=O)c2ccc(OC)cc2)(C4)C3)cc1,6,2,14,2,3,3,-17,20,-0.8,-2
Cc1oc2c(c1C(=O)N1CCC(C)CC1)C(=O)c1ccccc1C2=O,8,1,14,-1,7,83*,-23,15,-0.7,-15
Cc1c(N=C2NC(=O)/C(=C/c3cccc([N+](=O)[O-])c3)S2)c(=O)n(-c2ccccc2)n1C,-2,0,27,-2,-5,8,-36,0,0.3,14
COc1ccc(N2CCN(C(=O)c3ccccc3)CC2)c([N+](=O)[O-])c1,0,3,-9,3,0,15,-17,13,-0.1,0
CCOc1ccc(C(=O)Nc2c3c(nn2-c2ccccc2)CS(=O)(=O)C3)cc1,-3,-12,26,-2,-1,5,-26,3,0.2,-9
CCOC(=O)[C@@H]1[C@H]2COc3cc(OC)ccc3[C@@H]2N2C(=O)N(c3ccc(OC)cc3)C(=O)[C@]12C,1,8,31,-4,-4,7,-2,9,-1.1,2
CCOc1cc(/C=C2\COc3ccccc3C2=O)ccc1OCC(=O)N(C)C,-1,1,28,3,5,-16,1,12,0.7,0
Cc1ccc(NC(=O)C2CCCC2)c(Br)c1,10,-1,3,nt,nt,13,nt,9,-0.1,11
